Screens deposited in PubChem BioAssay by National Center for Advancing Translational Sciences (NCATS).
GLP-1R inv ag: inverse agonists of human GLP-1 receptor | AID 624417 | 410,000 compounds, 1.6% hits | Potency, µM (highest dose often 38.3 µM), inactives show at the top dose activity change, negative = inhibition, hits mostly inhibitors | P43220 | HEK293 GLP-1R CRE-luciferase, luminescence, 24 h; GLP-1R form is constitutively active; further: potency means the concentration at half of the fitted maximal effect; on the % scale 0 is the no-effect control and ±100 the full control effect; nearly all actives have a fitted effect of over 55% in size
Target sequence (P43220 whole entry, looked up): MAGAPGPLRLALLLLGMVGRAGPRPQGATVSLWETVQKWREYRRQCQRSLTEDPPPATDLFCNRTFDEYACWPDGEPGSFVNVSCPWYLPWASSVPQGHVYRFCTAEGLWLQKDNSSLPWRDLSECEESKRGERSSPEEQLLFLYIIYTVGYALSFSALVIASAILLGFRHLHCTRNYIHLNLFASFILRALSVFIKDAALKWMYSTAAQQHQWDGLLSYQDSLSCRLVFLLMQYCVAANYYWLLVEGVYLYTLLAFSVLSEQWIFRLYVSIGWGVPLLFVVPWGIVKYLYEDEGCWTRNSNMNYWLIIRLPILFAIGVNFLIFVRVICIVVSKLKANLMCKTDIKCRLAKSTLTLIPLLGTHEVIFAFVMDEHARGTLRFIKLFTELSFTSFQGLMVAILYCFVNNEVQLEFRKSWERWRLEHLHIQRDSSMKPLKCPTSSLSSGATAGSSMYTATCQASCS
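Inverse agonists were sought by their lowering of basal cAMP reporter luciferase output in HEK293 cells stably carrying constitutively active human GLP-1R, after 24 h compound treatment.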
PTHR1 ag: PTHR1 (human) receptor agonism. Q03431. HEK293 GP2 PTHR1 cells, GloSensor cAMP luminescence, 1 h. Potency, µM (top dose mostly 115 µM), inactives show at the top dose activation, usual class: activators. 410,000 compounds, 0.075% hits; further: potency means the concentration at half of the fitted maximal effect; nearly all actives have a fitted effect of over 55% in size; some results filed as inactive show a strong effect at the top dose; inactives centre near -15; many of its hits are not listed in these tables
Target sequence (Q03431 whole entry, looked up): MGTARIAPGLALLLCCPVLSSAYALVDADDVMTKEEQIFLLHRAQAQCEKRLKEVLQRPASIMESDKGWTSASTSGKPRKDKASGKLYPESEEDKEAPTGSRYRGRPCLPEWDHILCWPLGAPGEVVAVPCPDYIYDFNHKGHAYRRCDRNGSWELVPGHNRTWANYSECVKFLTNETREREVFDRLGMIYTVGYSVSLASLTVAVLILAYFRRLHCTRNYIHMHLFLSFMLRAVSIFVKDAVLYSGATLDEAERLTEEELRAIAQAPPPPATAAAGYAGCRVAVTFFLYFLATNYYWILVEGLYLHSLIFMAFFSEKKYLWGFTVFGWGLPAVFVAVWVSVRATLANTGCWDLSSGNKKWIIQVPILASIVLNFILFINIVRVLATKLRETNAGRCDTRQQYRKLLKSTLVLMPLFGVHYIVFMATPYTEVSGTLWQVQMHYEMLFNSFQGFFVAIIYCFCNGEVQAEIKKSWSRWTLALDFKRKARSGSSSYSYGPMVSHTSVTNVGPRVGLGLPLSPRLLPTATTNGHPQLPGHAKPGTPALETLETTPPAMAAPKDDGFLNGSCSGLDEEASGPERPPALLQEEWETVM
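HEK-293-derived GP2 cells expressing PTHR1 and a GloSensor cAMP reporter, 3,000/well, plated overnight, given luciferin plus IBMX (each 0.5 mM as added) for 1 h at 37 °C, then compound for 1 h at 37 °C. Luminescence was read after 15 min at room temperature.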
Mm-Cpn inhibitor: M. maripaludis TRiC chaperonin inhibition. purified Mm-Cpn ATPase, ADP Transcreener TR-FRET. Potency, µM (highest dose often 76.9 µM), inactives show at the highest dose activity, negative = inhibition, actives largely listed as inhibitors. 330,000 compounds, 0.031% hits. AID 504842; further: potency means the concentration at half of the fitted maximal effect; on the % scale 0 is the no-effect control and ±100 the full control effect; nearly all actives have a fitted effect of over 80% in size
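Compound-treated chaperonin, 25 nM final, turns over 10 uM ATP at 37°C for 30 min following a 10 min preincubation; ADP generated competes with ADP-d2 for Eu-cryptate antibody, lowering FRET.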
GLP1R cytotox: cytotoxicity in counter-screen for GLP-1R inverse agonists | HEK293 cAMP-luciferase reporter cells, luminescence, 24 h | Potency, µM (doses to about 38.3 µM), for the others: at the top dose activity change, negative = inhibition, most hits filed as inhibitors | 410,000 compounds, 0.13% hits;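 further: loss of luciferase light is scored as toxicity; potency means the concentration at half of the fitted maximal effect; on the % scale 0 is the no-effect control and ±100 the full control effect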
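To flag toxic compounds, the library was rerun on cells for 24 hr at 37 deg C and 5% CO2. Viability-linked luminescence was captured 12 min after adding luciferase detection reagent.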
TDP43 rescue: rescues yeast growth from TDP-43 toxicity; Potency, µM (top dose mostly 46.1 µM), without a hit: at the top dose growth rescue (activation), usual class: activators; TDP-43 expressing yeast growth rescue, BacTiter-Glo, 24 h; AID 652104; 410,000 compounds, 1.8% hits; further: potency means the concentration at half of the fitted maximal effect; % of control where 0% means no effect; nearly all actives have a fitted effect of over 50% in size
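Yeast expressing TDP-43 (pregrown in raffinose, seeded at OD600=0.02 in galactose medium) exposed to compounds 24 hr at 30 deg C. Growth read by BacTiter-Glo luminescence; rescue of toxicity appears as increased signal.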
FUS yeast rescue: rescues growth of FUS-expressing yeast; 390,000 compounds, 0.24% hits; S. cerevisiae FUS-expressing, growth rescue, OD600, 24 h; Potency, µM (doses to about 76.6 µM), for inactives: at the top dose growth rescue (activation), usual class: activators;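 further: potency means the concentration at half of the fitted maximal effect; plate controls were DMSO vehicle for no effect and reference control for full effect; nearly all actives have a fitted effect of over 55% in size; some results filed as inactive show a strong effect at the top dose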
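Cultures pregrown in 2.5% raffinose medium are shifted to minimal medium containing 2% galactose to express toxic FUS. Compounds are tested at several concentrations. After 24hr at 30C, growth is quantified at 600 nm absorbance.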
Abeta yeast res: A-beta toxicity reversal in yeast; yeast expressing A-beta42, growth rescue, OD600, 48 h; response scale: 0% DMSO, 100% iron-clioquinol control; Potency, µM (top dose mostly 46.1 µM), without a hit: top-dose growth rescue, most hits filed as activators; 410,000 compounds, 0.063% hits; AID 1347071; further: potency means the concentration at half of the fitted maximal effect; nearly all actives have a fitted effect of over 55% in size
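Yeast growth medium received pinned compounds, then yeast cells expressing toxic A-beta were added; plates incubated at 30 C for 48 hr. Growth read as absorbance at 600 nm, normalized to DMSO and equimolar FeCl3 plus clioquinol controls.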
aSyn rescue: inhibitors of alpha-synuclein toxicity in yeast | Yeast expressing alpha-synuclein, growth rescue, BacTiter-Glo, 24 h | Potency, µM (titrated, usually from 46.1 µM), for inactives: at the highest dose growth rescue (activation), most hits filed as activators | 370,000 compounds, 0.14% hits | AID 652106; further: potency means the concentration at half of the fitted maximal effect; % of control where 0% means no effect; nearly all actives have a fitted effect of over 65% in size
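Screening used galactose-induced yeast with toxic alpha-synuclein levels, exposed to compound for 24 hr at 30 deg C. Cell growth, read with BacTiter-Glo luminescence, gave the measured signal.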
Akt phos inh: inhibitors of Akt phosphorylation. 360,000 compounds, 0.32% hits. activity change, % for hits at 50 µM. Neuro2A IGF-stimulated pAkt S473 HTRF, 20 min; stronger effect = lower value; in the data active means activity change below about -80%; inconclusive means mostly about -51% to -80%; further: on the % scale 0 is the no-effect control and ±100 the full control effect
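Single-point screen (50 µM final compound) in Neuro2A cells stimulated 20 min with 6 nM IGF at 37 deg C. After lysis, Ser473-phosphorylated Akt read by HTRF (ex 330 nm, em 615/665 nm) as the 665/615 ratio.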
Numbers without * were called inactive; i = inactive; ? = inconclusive; . = no result given; & = joins results of further samples; [ ] = remark or other dose. Unless noted, the call rests on the fitted dose curve; in most records, active means well fitted curve in the direction sought with a large enough effect; inconclusive means small, poorly fitted or top-dose-only effect, or another doubt; inactive means no such curve, though single readings can be large; an effect the other way counts as inactive or inconclusive. This is a subset (hit frequency here may not be typical).

SMILES	GLP-1R inv ag	PTHR1 ag	Mm-Cpn inhibitor	GLP1R cytotox	TDP43 rescue	FUS yeast rescue	Abeta yeast res	aSyn rescue	Akt phos inh
COc1cc2nc(Cl)nc(N3CCCCC3)c2cc1OC	29%	-11%	-9%	-11%	-21%[9.22 µM]	15%	-14%	0%	i
O=C(NC1CCCCCCC1)c1cccs1	?	-5%	3%	-8%	-29%	-1%	-3%	-2%	i
COC(=O)c1cc(/C=C/c2ccccc2)on1	15%	-1%[57.5 µM]	0%	21%	4%	-14%	1%	1%	i
Oc1ccc(N=Nc2ccc3ccccc3c2)cc1	-5%	-24%	1%	-24%	?	14%	-88%[inhibitor]	-62%[inhibitor]	i
CN(C)S(=O)(=O)N(CC(=O)NCCSCc1ccc(Cl)cc1Cl)c1ccccc1	?	-27%	.	2%	?	42%	-2%	?	.
COc1ccccc1CCC(=O)OCC(=O)N1CCN(S(=O)(=O)c2ccc(C)cc2C)CC1	?	i	0%	-21%	4%	?	-9%	5%	i
CCC1(CC)C(=O)Nc2ccccc21	-9%	i	.	0%	16%	-12%	0%	0%	i
O=C(c1ccccc1)N1CCC2(CC1)NCCc1[nH]cnc12	18%	i	3%	-30%	14%	-12%	-6%	1%	.
CCc1ccc(N=c2c([N+](=O)[O-])nn(-c3ccc4c(c3)OCCO4)n2O)cc1	41%[activator]	-12%	2%	-1%	20µM*	17%	?	0%	i
O=C(Nn1c(O)c(C=C2N=c3ccccc3=N2)sc1=S)c1ccccc1Cl	-17%	21%[57.5 µM]	-23%	?	-17%	19%	-3%	2%	i
COc1cccc(CSc2nnc(-c3ccncc3)n2N)c1	40%[activator]	i	-1%	6%	12%	13%	-2%	0%	i
O=C1N2c3ccccc3CCc3cccc(c32)C1(O)C(F)(F)F (stereo not given)	-6%	i	0%	-7%	-16%	28%	-31%[inhibitor]	27%	.
COc1ccc(C(=O)NCCNC(C)=O)cc1S(=O)(=O)NCc1ccc(Cl)cc1	2%	-12%	0%	3%	14%	-9%	8%	.	.
Cc1ccc(N(CC(=O)N2CCCCCC2)S(C)(=O)=O)c(C)c1	-9%	-20%	.	-1%	7%	-34%	-3%	-3%	i
CCN(CC)CCSc1nnc2c3cc(F)ccc3n(Cc3ccccc3)c2n1	?	2%	0%	-3%	-27%	11%	-15%	9%	i
N#CCSc1nc2ccccc2c(=O)n1CCC(=O)NCCc1ccccc1	44%	i	1%	2%	9%	13%	-1%	.	.
CCOC(=O)Cc1csc(SCC(=O)Nc2oc(C)c3c(C)n[nH]c(=O)c23)n1	0%	-26%	1%	-6%	-2%	0%	11%	-6%[1.84 µM]	i
O=C(NCc1cccnc1)C(=O)NCC(c1cccnc1)N1CCN(c2ccc(F)cc2)CC1 (stereo not given)	6%	i	.	-16%	11%	3%	-4%	.	.
CC(OC(=O)CCCN=C1NS(=O)(=O)c2ccccc21)C(=O)Nc1ccc(F)c(F)c1F (stereo not given)	-1%	-20%	0%	10%	-12%	8%	-13%	0%	i
CN(CC(=O)Nc1cccc(F)c1)CC(=O)NC(c1ccccc1)c1ccccc1	?	-44%[inhibitor]	1%	0%	6%	21%	0%	?	i
O=C(Nc1ccccc1Cl)c1ccccc1Cc1ccccc1	?	i	1%	17%	25%	.	-3%	-2%	i
Cc1c(Cl)ccc2c(C(=O)Nc3cc(C(C)(C)C)on3)cc(-c3ccccn3)nc12	?	-6%	-4%	2%	9%	3%	-1%	1%	i
CCOC(=O)N1CCN(S(=O)(=O)c2ccc(C(=O)Nc3sc4c(c3C(N)=O)CC(C)(C)NC4(C)C)cc2)CC1	?	-9%	-1%	?	9%	?	15%	3%	i
O=C(Nc1ccccc1)N1CCN2C(=O)c3ccccc3C12c1ccccc1 (stereo not given)	?	i	2%	-4%	-8%	?	-3%	-4%	i
Cc1[nH]nc2c1/C(=N\O)CC(C)(C)C2	20%	i	-1%	13%	-10%	6%	7%	-4%	i
(list continues)
SMILES	GLP-1R inv ag	PTHR1 ag	Mm-Cpn inhibitor	GLP1R cytotox	TDP43 rescue	FUS yeast rescue	Abeta yeast res	aSyn rescue	Akt phos inh
CCC1(C)Cc2ccccc2-c2nc(SC)[nH]c(=O)c21 (stereo not given)	-17%	-25%	0%	-8%	-4%	37%	4%	5%	i
COc1ccccc1/C=C(/C(=O)OCC(N)=O)c1ccccc1	-1%	-18%	3%	-6%	14%	-10%	10%	6%	i
COc1cccc(C2=NOC(C(=O)Nc3c(C)n(C)n(-c4ccccc4)c3=O)C2)c1 (stereo not given)	-10%	-22%	2%	-2%	-14%	-5%	4%	0%	i
CN(c1ccccc1)S(=O)(=O)c1ccc(C(=O)NCCc2ccccc2)cc1	?	-7%	-6%	116%[activator]	10%	18%	7%	2%	i
Cc1ccccc1OCC(O)Cn1c(=N)n(CCN2CCOCC2)c2ccccc21 (stereo not given)	?	-22%	4%&3%	?	11%&-3%	-24%&-21%	1%&-14%	9%&-1%	i
COc1ccc2oc(=O)c(C(=O)N3CCCC3)cc2c1	4%	-16%	-1%	3%	21%	-8%	8%	?	i
COc1ccccc1N1CCN(C2CCCN(Cc3c(F)cccc3F)C2)CC1 (stereo not given)	-27%	-1%	2%	-19%	13%	-37%	7%	5%	i
CCn1nnnc1SCC(=O)N1c2ccccc2CCc2ccccc21	?	i	0%	2%	4%	7%	5%	5%	i
COCCN(C(=S)Nc1c(C)cc(C)cc1C)C(C)c1cccnc1 (stereo not given)	10%	-22%	3%	-8%	22%	.	23%	4%	i
CCOP(=O)(OCC)/C(C#N)=C/c1ccc([N+](=O)[O-])cc1	-5%	-11%	-2%	9%	-20%	1%	?	11%	i
COc1ccc(NC(=O)CN2CCc3ccccc3C2)cc1	13%	i	.	5%	-1%	-8%	-10%	6%	i
Cc1cccc(NC(=O)C2C(c3ccccc3)C2(Cl)Cl)c1 (stereo not given)	?	-61%[inhibitor]	-3%	8%	22µM*	13%	-50%[inhibitor]	-37%[inhibitor]	i
Cc1cc2c3c(ccc(C)c3n1)N=CN2c1ccccc1	-18%	i	1%	243%[activator]	11%	-13%	0%	0%	i
COc1cccc(C2C(C#N)=C(N)Oc3cc(C)n(Cc4ccco4)c(=O)c32)c1 (stereo not given)	2%	-8%[57.5 µM]	-1%	-6%	2%	3%	13%	-3%	i
COc1ccc(CCNC(=O)CSc2nnc3ccc(-c4cccnc4)nn23)cc1OC	29%	-9%	-3%	1%	-8%	-8%	1%	-5%	i
Cc1c(N2C(=O)CS/C2=N\N=C\c2ccc(Br)cc2)c(=O)n(-c2ccccc2)n1C	?	2%[57.5 µM]	0%	0%	4%	24%	11%	0%	i
CCOc1ccc(CN2CCN(C3CCC3)CC2CCO)cc1 (stereo not given)	9%	-15%	?	-7%	-6%	-4%	7%	-3%	i
O=C(Nc1ccc(F)c([N+](=O)[O-])c1)c1ccc2c(c1)OCCO2	-13%	-36%[inhibitor]	2%	-23%	-3%	12%	13%	-2%	i
COc1cc(NC(=O)C2=C(C)OCCS2)c(Cl)cc1C(=O)NCCN1CCN(C)CC1	-15%	i	-2%	2%	4%	-23%	-12%	-5%	i
Cc1cc(OCC(=O)NC2CCCCC2)ccc1Cl	?	-50%[inhibitor]	-2%	3%	?	.	1%	15%	i
Cc1ccc(CNC(=O)c2ccc(N3CCCC3)c(NC(=O)Nc3ccc(F)c(Cl)c3)c2)cc1	-33%	-12%	.	-2%	11%	?	-12%	.	.
CC(=O)c1cnc2cc(-c3cccc(Br)c3)nn2c1C	26%	-1%	-5%	-3%	-2%[9.22 µM]	-7%	-5%	-1%	i

Compounds above with a nitro group on carbon:
SMILES	GLP-1R inv ag	PTHR1 ag	Mm-Cpn inhibitor	GLP1R cytotox	TDP43 rescue	FUS yeast rescue	Abeta yeast res	aSyn rescue	Akt phos inh
CCc1ccc(N=c2c([N+](=O)[O-])nn(-c3ccc4c(c3)OCCO4)n2O)cc1	41%[activator]	-12%	2%	-1%	20µM*	17%	?	0%	i
CCOP(=O)(OCC)/C(C#N)=C/c1ccc([N+](=O)[O-])cc1	-5%	-11%	-2%	9%	-20%	1%	?	11%	i
O=C(Nc1ccc(F)c([N+](=O)[O-])c1)c1ccc2c(c1)OCCO2	-13%	-36%[inhibitor]	2%	-23%	-3%	12%	13%	-2%	i

Some of these compounds in order of number of heavy atoms, rising:
SMILES	GLP-1R inv ag	PTHR1 ag	Mm-Cpn inhibitor	GLP1R cytotox	TDP43 rescue	FUS yeast rescue	Abeta yeast res	aSyn rescue	Akt phos inh
Cc1cc(OCC(=O)NC2CCCCC2)ccc1Cl	?	-50%[inhibitor]	-2%	3%	?	.	1%	15%	i
COc1ccccc1/C=C(/C(=O)OCC(N)=O)c1ccccc1	-1%	-18%	3%	-6%	14%	-10%	10%	6%	i
CCn1nnnc1SCC(=O)N1c2ccccc2CCc2ccccc21	?	i	0%	2%	4%	7%	5%	5%	i
O=C(Nn1c(O)c(C=C2N=c3ccccc3=N2)sc1=S)c1ccccc1Cl	-17%	21%[57.5 µM]	-23%	?	-17%	19%	-3%	2%	i
COc1ccc(C(=O)NCCNC(C)=O)cc1S(=O)(=O)NCc1ccc(Cl)cc1	2%	-12%	0%	3%	14%	-9%	8%	.	.
CCOC(=O)N1CCN(S(=O)(=O)c2ccc(C(=O)Nc3sc4c(c3C(N)=O)CC(C)(C)NC4(C)C)cc2)CC1	?	-9%	-1%	?	9%	?	15%	3%	i
